Source: PubChem BioAssay (several laboratories)
GAA850 FXN act: activators of GAA850 frataxin (FXN) promoter; AID 540364; HEK293 lucGAA850 FXN promoter luciferase reporter, 24 h; percent of 10 µM SAHA response; 360,000 tested, 0.56% active; activation, % at 6 µM;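 active = activation above the average of all compounds screened plus 3 SD, cutoff fixed separately per campaign, cut at about 7.5% in these data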;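 also: 0% = DMSO wells and 100% = 10 µM SAHA wells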
DAX1 inh-1: inhibits human nuclear receptor DAX1. inhibition, % at 6.75 µM. AID 504766. 340,000 tested, 0.99% active. HEK293 Gal4-DAX1 luciferase reporter, luminescence. P51843;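 active = inhibition above the mean over all tested compounds plus 3 SD, cut at about 4.2% in these data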;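 also: 0% = DAX1-transfected cells with DMSO and 100% = empty-vector control cells with DMSO; inhibition shows as a rise in luminescence from relieved DAX1 repression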
Target sequence (P51843 207-470 limits assumed): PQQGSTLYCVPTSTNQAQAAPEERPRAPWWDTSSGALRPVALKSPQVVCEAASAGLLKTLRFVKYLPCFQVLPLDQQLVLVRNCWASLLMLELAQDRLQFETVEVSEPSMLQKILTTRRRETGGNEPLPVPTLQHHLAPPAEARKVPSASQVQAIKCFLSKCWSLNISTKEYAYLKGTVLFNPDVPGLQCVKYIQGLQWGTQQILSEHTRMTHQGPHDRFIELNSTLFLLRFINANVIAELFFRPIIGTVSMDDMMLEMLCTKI
GC-B act: GC-B (human) receptor activation | HEK293-GC-B cells, CNP EC30, cGMP TR-FRET; 0% at EC30 CNP, 100% saturating CNP | activation, % at 10 µM | 370,000 tested, 0.11% active | AID 1920062;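 active = activation at 10 µM reaching about 35% in either raw or pattern-adjusted values, limit read from the data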
sPLA2-III inh: Blocks human group III sPLA2 activity | Q9NZ20 | QFRET BODIPY PC-A2 liposome hydrolysis, fluorescence | inhibition, % at 12.2 µM | AID 743126 | 370,000 tested, 0.56% active;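 active = inhibition above mean plus 3 SD of compounds lying within the high and low control bounds, cut at about 19% in these data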;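 also: 0% = median of test compound wells and 100% = no enzyme DMSO wells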
Target sequence (Q9NZ20 whole entry, looked up): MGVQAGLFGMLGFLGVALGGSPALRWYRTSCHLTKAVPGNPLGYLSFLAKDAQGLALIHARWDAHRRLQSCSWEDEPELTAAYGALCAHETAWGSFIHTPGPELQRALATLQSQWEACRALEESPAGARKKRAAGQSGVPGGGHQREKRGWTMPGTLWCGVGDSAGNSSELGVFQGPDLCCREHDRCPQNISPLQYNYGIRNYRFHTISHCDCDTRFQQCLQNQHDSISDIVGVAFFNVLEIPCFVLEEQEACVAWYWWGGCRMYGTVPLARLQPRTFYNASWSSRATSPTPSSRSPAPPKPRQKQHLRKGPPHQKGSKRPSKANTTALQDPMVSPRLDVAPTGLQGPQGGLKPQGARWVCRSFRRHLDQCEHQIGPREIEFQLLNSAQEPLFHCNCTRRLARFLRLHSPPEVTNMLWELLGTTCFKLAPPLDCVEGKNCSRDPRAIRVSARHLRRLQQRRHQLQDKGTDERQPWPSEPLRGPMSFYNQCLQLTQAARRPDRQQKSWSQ
GC-A act: GC-A (human) enzyme activation; activation, % at 10 µM; 370,000 tested, 0.14% active; HEK293 GC-A cells, cGMP TR-FRET, EC30 ANP; 0% at EC30 ANP, 100% saturating ANP; P16066; in the data active = activation above about 40%
hgDAF12 agonist: hgDAF-12 agonism, primary luciferase screen; HEK293 GAL4-hgDAF12 UAS-luciferase reporter, agonist luminescence; normalized to butyrate control; activation, % at 6.8 µM; 370,000 tested, 1.8% active; AID 687014;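 active = activation above a cutoff set at the mean of all screened compounds plus 3 SD, cut at about 10% in these data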;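 also: 0% = DMSO wells and 100% = sodium butyrate wells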
ssDAF12 agonist: activates DAF-12 receptor from parasite S. stercoralis | HEK293 ssDAF-12/GRIP1 lit1-tk-luc reporter, luminescence; % of 3 µM dafachronic acid response | activation, % at 6.8 µM | 370,000 tested, 1% active;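 active = activation above the mean over all tested compounds plus 3 SD, cut at about 0.9% in these data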;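 also: 0% = DMSO-only wells and 100% = 3 µM delta7-dafachronic acid wells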
SMARCA2 act: SMARCA2 function activation, primary screen. 370,000 tested, 1% active. activation, % at 9.1 µM. MG213 cells, MMTV-luciferase reporter, dexamethasone, overnight; in the data active = activation above about 7.8%;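 also: 0% = vehicle wells and 100% = reference activator wells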
hcDAF12 agonist: H. contortus DAF-12 activation, primary screen. HEK293 hcDAF-12 lit1-tk-luc reporter, luminescence; 0% DMSO, 100% Δ7-dafachronic acid. activation, % at 6.8 µM. 370,000 tested, 1.4% active;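 active = activation above the mean of all tested compounds plus 3 SD, cut at about 5.5% in these data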;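 also: 100% = response to 3 µM Δ7-dafachronic acid high control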
DAX1 inh-2: inhibitors of DAX1 repression of SF-1 activated StAR promoter; inhibition, % at 6.8 µM; AID 652010; HEK293T StAR-luciferase reporter, SF-1/DAX-1 repression relief; 370,000 tested, 1.1% active;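 active = inhibition above the mean over all tested compounds plus 3 SD, cut at about 3.6% in these data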;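 also: 0% = DAX-1 cells with DMSO and 100% = cells lacking DAX-1 with DMSO; higher inhibition means more luminescence from relief of DAX-1 repression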
proKLK7 act: activates the human kallikrein-7 zymogen; AID 652039; purified proKLK7, EDANS-DABCYL substrate fluorescence; 100% is mature enzyme control, 0% vehicle; 370,000 tested, 0.9% active; activation, % at 7 µM; P49862;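 active = activation above the mean of all tested compounds plus 3 SD, computed per campaign excluding outliers beyond control limits, cut at about 13% in these data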
Target sequence (P49862 whole entry, looked up): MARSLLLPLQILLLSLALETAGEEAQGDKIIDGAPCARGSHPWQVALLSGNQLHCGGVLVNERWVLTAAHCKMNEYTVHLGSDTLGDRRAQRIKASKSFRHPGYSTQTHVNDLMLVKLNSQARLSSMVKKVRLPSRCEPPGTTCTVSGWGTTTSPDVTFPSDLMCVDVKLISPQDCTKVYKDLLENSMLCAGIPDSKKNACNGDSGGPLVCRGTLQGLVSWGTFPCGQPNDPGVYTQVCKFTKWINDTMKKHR
Starred values were filed as active, the others as inactive.

How did O=C(O)Cc1sc(NC2CCCCC2)nc1-c1ccc(Cl)cc1 do in these assays?
GAA850 FXN act: 3.1; DAX1 inh-1: 0.7; GC-B act: 3; sPLA2-III inh: 2; GC-A act: 3; hgDAF12 agonist: 3.4; ssDAF12 agonist: 0.7; SMARCA2 act: 2; hcDAF12 agonist: 2.0; DAX1 inh-2: 0.6; proKLK7 act: -0.7

What do the screens show for `Cc1nn(C)c(C)c1S(=O)(=O)N1CCC(C(=O)NC2CCCc3ccccc32)CC1` (configuration not stated)?
GAA850 FXN act: -0.2; DAX1 inh-1: -1.9; GC-B act: -2; sPLA2-III inh: -2; GC-A act: -1; hgDAF12 agonist: -1.8; ssDAF12 agonist: -0.5; SMARCA2 act: -1; hcDAF12 agonist: -0.3; DAX1 inh-2: 0.2; proKLK7 act: -0.2

How did CCC(=O)Nc1ccc(C(=O)COC(=O)c2nc3nccc(C)n3n2)cc1 do in these assays?
GAA850 FXN act: -1.9; DAX1 inh-1: 0.3; GC-B act: 7; sPLA2-III inh: 12; GC-A act: 0; hgDAF12 agonist: 2.5; ssDAF12 agonist: -1.0; SMARCA2 act: -4; hcDAF12 agonist: 2.0; DAX1 inh-2: -1.2; proKLK7 act: 0.2

What do the screens show for `CCOc1nc(-c2ccccc2)ccc1-c1noc(COC)n1`?
GAA850 FXN act: 2.4; DAX1 inh-1: -1.5; GC-B act: -4; sPLA2-III inh: -14; GC-A act: -2; hgDAF12 agonist: 0.1; ssDAF12 agonist: -0.9; SMARCA2 act: -2; hcDAF12 agonist: -1.6; DAX1 inh-2: -0.1; proKLK7 act: 0.7

What do the screens show for `Cc1cc(=O)oc2cc(OCC(=O)Nc3nccs3)ccc12`?
GAA850 FXN act: 1.6; DAX1 inh-1: 1.0; GC-B act: -6; sPLA2-III inh: -3; GC-A act: -4; hgDAF12 agonist: 20*; ssDAF12 agonist: 0.1; SMARCA2 act: 3; hcDAF12 agonist: 5.4; DAX1 inh-2: 1.9; proKLK7 act: 0.8

Results for Cc1onc(-c2c(F)cccc2Cl)c1C(=O)OCC(=O)Nc1c(C)n(C)n(-c2ccccc2)c1=O ?
GAA850 FXN act: -0.2; DAX1 inh-1: -1.0; GC-B act: 5; sPLA2-III inh: 1; GC-A act: 1; hgDAF12 agonist: -1.7; ssDAF12 agonist: -0.7; SMARCA2 act: -5; hcDAF12 agonist: -1.4; DAX1 inh-2: -1.3; proKLK7 act: 0.4

Results for COc1ccc(CNC(=O)c2noc3c2CCCC3)cc1 ?
GAA850 FXN act: 0.9; DAX1 inh-1: 2.9; GC-B act: 3; sPLA2-III inh: -4; GC-A act: 2; hgDAF12 agonist: 8.9; ssDAF12 agonist: -0.7; SMARCA2 act: 2; hcDAF12 agonist: 1.8; DAX1 inh-2: 0.8; proKLK7 act: 0.1

What do the screens show for `O=C(Cn1nnc2ccccc2c1=O)N[C@H](C(=O)O)c1ccccc1`?
GAA850 FXN act: 0.8; DAX1 inh-1: 0.9; GC-B act: 3; sPLA2-III inh: 1; GC-A act: 3; hgDAF12 agonist: 1.1; ssDAF12 agonist: -1.9; SMARCA2 act: 1; hcDAF12 agonist: -1.8; DAX1 inh-2: 0.5; proKLK7 act: 0.6

What do the screens show for `COc1ccc2oc(C(=O)OCC(=O)NCCN3C(=O)CSC3=O)c(C)c2c1`?
GAA850 FXN act: 2.5; DAX1 inh-1: -2.1; GC-B act: 2; sPLA2-III inh: 3; GC-A act: -1; hgDAF12 agonist: 2.3; ssDAF12 agonist: -0.9; SMARCA2 act: -1; hcDAF12 agonist: -1.1; DAX1 inh-2: 0.2; proKLK7 act: -0.3

How did Cc1cccc(C(=O)NCCNC(=O)c2cccc(C)c2)c1 do in these assays?
GAA850 FXN act: -0.4; DAX1 inh-1: -1.4; GC-B act: -2; sPLA2-III inh: 5; GC-A act: -1; hgDAF12 agonist: 0.4; ssDAF12 agonist: -2.2; SMARCA2 act: -2; hcDAF12 agonist: -1.6; DAX1 inh-2: -0.8; proKLK7 act: 0.2

Results for CCCc1nc2ccccc2n1CCOc1ccccc1 ?
GAA850 FXN act: 0.5; DAX1 inh-1: 0.8; GC-B act: 0; sPLA2-III inh: -4; GC-A act: 4; hgDAF12 agonist: -1.4; ssDAF12 agonist: -1.1; SMARCA2 act: -3; hcDAF12 agonist: -2.1; DAX1 inh-2: -0.4; proKLK7 act: 0.4

Results for Cn1c2c(c(=O)n(C)c1=O)CN(Cc1ccc(F)cc1)CN2 ?
GAA850 FXN act: 0.2; DAX1 inh-1: 0.6; GC-B act: 2; sPLA2-III inh: -2; GC-A act: 0; hgDAF12 agonist: 0.6; ssDAF12 agonist: -0.8; SMARCA2 act: 0; hcDAF12 agonist: -1.2; DAX1 inh-2: 0.2; proKLK7 act: -0.3

Results for Cc1ccc(S(=O)(=O)NC(C)C(=O)NC2CCCCCC2)cc1 (configuration not stated) ?
GAA850 FXN act: -0.1; DAX1 inh-1: 0.3; GC-B act: 2; sPLA2-III inh: 4; GC-A act: -1; hgDAF12 agonist: -2.4; ssDAF12 agonist: -1.0; SMARCA2 act: -5; hcDAF12 agonist: -1.6; DAX1 inh-2: -0.4; proKLK7 act: 0.0

How did Cc1cccc(NC(=O)CN2C(=O)N/C(=C\c3ccc(-c4cccc(C(=O)O)c4)o3)C2=O)c1 do in these assays?
GAA850 FXN act: 0.7; DAX1 inh-1: 1.4; GC-B act: -10; sPLA2-III inh: -1; GC-A act: -6; hgDAF12 agonist: 7.0; ssDAF12 agonist: -1.1; SMARCA2 act: -1; hcDAF12 agonist: 0.6; DAX1 inh-2: 1.3; proKLK7 act: 1.4

How did COc1ccc(N2CCN(C(=O)CNC(=O)c3cn(-c4ccccc4OC)c(=O)c4ccccc34)CC2)cc1 do in these assays?
GAA850 FXN act: -0.2; DAX1 inh-1: -1.2; GC-B act: -9; sPLA2-III inh: -4; GC-A act: -4; hgDAF12 agonist: -0.4; ssDAF12 agonist: -2.0; SMARCA2 act: -1; hcDAF12 agonist: -2.1; DAX1 inh-2: 0.1; proKLK7 act: 1.0

Results for O=C(O)c1ccccc1-c1ccccc1C(=O)Nc1ccc2c(c1)oc(=O)c1ccccc12 ?
GAA850 FXN act: 0.3; DAX1 inh-1: -0.7; GC-B act: -1; sPLA2-III inh: -27; GC-A act: -5; hgDAF12 agonist: 0.6; ssDAF12 agonist: -1.0; SMARCA2 act: 2; hcDAF12 agonist: -1.2; DAX1 inh-2: -0.1; proKLK7 act: -1.3

Results for O=C(CSc1nnc(COc2ccccc2)n1-c1ccccc1)c1ccccc1 ?
GAA850 FXN act: 0.6; DAX1 inh-1: -1.1; GC-B act: 6; sPLA2-III inh: -56; GC-A act: -7; hgDAF12 agonist: -3.4; ssDAF12 agonist: -1.4; SMARCA2 act: -3; hcDAF12 agonist: -2.5; DAX1 inh-2: -1.0; proKLK7 act: -0.2

How did O=C1NC(c2cc3c(cc2Cl)OCO3)Oc2ccccc21 (configuration not stated) do in these assays?
GAA850 FXN act: -3.1; DAX1 inh-1: 0.4; GC-B act: 9; sPLA2-III inh: 5; GC-A act: 7; hgDAF12 agonist: 3.6; ssDAF12 agonist: -0.6; SMARCA2 act: -2; hcDAF12 agonist: -0.8; DAX1 inh-2: -0.2; proKLK7 act: -3.6

How did O=C(CCCC(=O)Nc1ccccc1Br)N/N=C/c1c(F)cccc1Cl do in these assays?
GAA850 FXN act: 1.0; DAX1 inh-1: 0.2; GC-B act: -9; sPLA2-III inh: -2; GC-A act: -1; hgDAF12 agonist: -0.2; ssDAF12 agonist: -0.7; SMARCA2 act: 1; hcDAF12 agonist: -2.9; DAX1 inh-2: 0.2; proKLK7 act: -0.5

Results for O=C(Nc1ccc(O)cc1)/C(=C\c1cccs1)NC(=O)c1ccccc1 ?
GAA850 FXN act: 0.7; DAX1 inh-1: 2.3; GC-B act: 0; sPLA2-III inh: -6; GC-A act: -2; hgDAF12 agonist: -1.9; ssDAF12 agonist: -2.0; SMARCA2 act: -5; hcDAF12 agonist: -1.3; DAX1 inh-2: -0.3; proKLK7 act: 0.4

How did COc1ccc(NC(=O)/C=C/C(=O)O)cc1Cl do in these assays?
GAA850 FXN act: 0.0; DAX1 inh-1: 1.3; GC-B act: -6; sPLA2-III inh: 15; GC-A act: -1; hgDAF12 agonist: 0.6; ssDAF12 agonist: -1.2; SMARCA2 act: -1; hcDAF12 agonist: -1.4; DAX1 inh-2: 0.8; proKLK7 act: -0.6

How did CCCCOc1ccc(N(CC(=O)NC2CCCCC2)C(=O)CCC(=O)Nc2ccccn2)cc1 do in these assays?
GAA850 FXN act: 1.3; DAX1 inh-1: -0.8; GC-B act: -1; sPLA2-III inh: 2; GC-A act: -2; hgDAF12 agonist: 1.2; ssDAF12 agonist: -0.8; SMARCA2 act: -2; hcDAF12 agonist: 0.9; DAX1 inh-2: 0.0; proKLK7 act: 0.3

Results for CC1=N/C(=C\c2ccc([N+](=O)[O-])cc2)C(=O)N1c1ccc(Br)c(C)c1 ?
GAA850 FXN act: 2.7; DAX1 inh-1: -1.1; GC-B act: -5; sPLA2-III inh: -5; GC-A act: 3; hgDAF12 agonist: -1.8; ssDAF12 agonist: -0.4; SMARCA2 act: 1; hcDAF12 agonist: 1.7; DAX1 inh-2: 1.2; proKLK7 act: -0.5

Results for CC(c1ccccn1)N(Cc1ccco1)C(=S)Nc1cccc(F)c1 (configuration not stated) ?
GAA850 FXN act: -0.4; DAX1 inh-1: 2.6; GC-B act: -1; sPLA2-III inh: 0; GC-A act: 2; hgDAF12 agonist: 1.9; ssDAF12 agonist: -1.7; SMARCA2 act: 5; hcDAF12 agonist: -0.3; DAX1 inh-2: 0.7; proKLK7 act: 0.1

Results for Cc1c(/C=N/NC(=O)C(C)(C)Oc2ccc(Cl)cc2)cnn1C ?
GAA850 FXN act: -1.4; DAX1 inh-1: 2.5; GC-B act: 2; sPLA2-III inh: -3; GC-A act: 3; hgDAF12 agonist: 1.0; ssDAF12 agonist: -0.6; SMARCA2 act: -2; hcDAF12 agonist: 0.0; DAX1 inh-2: 1.4; proKLK7 act: 0.1

What do the screens show for `CCn1c(=O)c2c(cnn2C)c2ccccc21`?
GAA850 FXN act: -6.2; DAX1 inh-1: -0.6; GC-B act: -1; sPLA2-III inh: 15; GC-A act: 2; hgDAF12 agonist: 8.1; ssDAF12 agonist: -1.6; SMARCA2 act: 1; hcDAF12 agonist: -1.9; DAX1 inh-2: -0.5; proKLK7 act: -0.4
